EP2 modulator: EP2 receptor modulators, cAMP readout, primary screen, cell-based, HTRF cAMP, PGE2 stimulation. induction, % at 25 µM. Prostaglandin E2 receptor EP2 subtype (Homo sapiens), P43116. AID 940, 2007. EP2-expressing cells, cAMP HTRF FRET, PGE2 co-stimulation. 0.83% of 260,000 active;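 active = compounds whose cAMP rise, as percent of the full-agonist control response, exceeds 60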;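 note: rat C6 glioma line stably carrying human EP2 under a CMV promoter; the protocol text gives 20 µM as final concentration; 100% = response of wells given 1 µM PGE2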
Target sequence (P43116 whole entry, looked up): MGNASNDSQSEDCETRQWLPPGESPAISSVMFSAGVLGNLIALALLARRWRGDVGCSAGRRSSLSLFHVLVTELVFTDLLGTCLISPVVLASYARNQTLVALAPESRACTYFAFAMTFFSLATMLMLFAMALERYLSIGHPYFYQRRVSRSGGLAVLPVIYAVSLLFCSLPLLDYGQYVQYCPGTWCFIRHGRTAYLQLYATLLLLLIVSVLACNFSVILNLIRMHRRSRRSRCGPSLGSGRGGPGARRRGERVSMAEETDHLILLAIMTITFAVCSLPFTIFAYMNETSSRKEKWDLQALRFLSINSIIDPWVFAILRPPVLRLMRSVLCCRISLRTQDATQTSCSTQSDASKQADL
* = called active by the depositor. A portion of the library. The share of hits here may be higher or lower than overall.

SMILES	EP2 modulator
Cc1sc(NC(=O)CN(C(=O)C2CC2)C2CCCC2)c(C(N)=O)c1C	14.3
Cc1ccc(NC(=O)COc2ccc3c(C)cc(=O)oc3c2)c(C)c1	-28.8
NC(=O)CSc1nc2ccc(NC(=O)c3ccccc3C(=O)O)cc2s1	-27.1
CCOc1ccccc1NC(=O)CSc1nccc(=O)[nH]1	10.0
COc1ccc(S(=O)(=O)N2CCC(c3nc(-c4ccncc4)n[nH]3)CC2)cc1	-5.0
COc1ccc(C(=O)NC2CCN(CC(=O)NCc3ccc(F)cc3)CC2)cc1OC	-28.9
O=C(N[C@]1(C(=O)O)C[C@H]1c1ccccc1)c1ccccc1	22.4
COc1ccc2c(c1)C(O)CC1(CCN(CC(O)c3ccc(Cl)cc3)CC1)O2 (stereo not drawn)	-78.5
CCN(CC)C(=O)C1CCN(S(=O)(=O)c2ccc(F)cc2)CC1	-31.4
C[C@]12CCC(=O)C=C1CC[C@H]1[C@H]2C(=O)C[C@]2(C)C(CC(=O)O)=CC[C@@H]12	-3.9
COCCNC(=O)CN1C(=O)COc2ccc(C)cc21	10.3
COc1cccc(/C(O)=C2/C(=O)C(=O)N(CCCN3CCOCC3)C2c2cccs2)c1 (stereo not drawn)	2.6
COc1ccc(C2=NN(CC(=O)NC(C)(C)C)C(=O)c3cc4ccccc4n3C2)cc1	-19.3
N[C@@H](CCC(=O)N[C@@H](CCSC(CC(=O)O)C(=O)O)C(=O)NCC(=O)O)C(=O)O (stereo partly drawn)	12.0
Cc1ccc(C(=O)N[C@@H](C)Cn2nnc3ccccc32)cn1	6.9
O=C(c1nsc(Cl)c1Cl)N1CCCC(c2ncncc2-c2ccncc2)C1 (stereo not drawn)	-46.7
COc1ccccc1NC(=O)CSc1nnc(-c2ccncc2)n1C1CCCCC1	51.2
COc1ccc2ccccc2c1C1C(C#N)=C(N)Oc2cc(C)oc(=O)c21 (stereo not drawn)	-50.3
Cc1ccc(OCC(=O)Nc2nc3ccc(F)cc3s2)cc1	-42.1
CCOc1ccc(N(CC(=O)NC(C)C)C(=O)CCC(=O)Nc2ccccn2)cc1	-31.3
O=C(NC[C@@H]1CCCN(C(=O)c2cccnc2)C1)c1cccs1	-11.1
O=C1NC2(CCN(Cc3cccnc3)CC2)Oc2ccccc21	-2.7
CC(C)n1c(N2CCCC2)nc2c1c(=O)n(C)c(=O)n2C	-114.8
Cc1cccc(C(=O)N2CCCC(c3nc(-c4ccc(C)o4)no3)C2)c1 (stereo not drawn)	-1.4
O=S1(=O)N=C(Nc2cccc(F)c2)c2ccccc21	-52.4
COc1cc(Cl)c(C)cc1NC(=O)c1cc2ccccc2o1	11.5
Cc1cc(C)cc(NC(=O)N2C3CCCC2CC(NC(=O)C2CC2)C3)c1 (stereo not drawn)	-18.2
CC(=O)NC(C(=O)O)C(C)(C)SN=O (stereo not drawn)	4.7
COCCn1c(=O)n(CC(=O)N2CCc3ccccc32)c2cccnc21	6.2
NNC(=O)C1CCN(S(=O)(=O)c2ccccc2N)CC1	-17.0
CCc1c(O)nc(SCC(=O)Nc2ccc(C(=O)OC)cc2)[nH]c1=O	-5.5
CC1CCCCN1C(=O)CSc1nc2ccccc2c(=O)[nH]1 (stereo not drawn)	-14.4
COC(=O)c1c(NC(=O)C(C)C)sc(C(=O)Nc2ccccc2)c1C	-8.2
O=C(Cn1nc(-c2nccc3ccccc23)oc1=O)N1CCCCCC1	-42.9
O=C(NCCc1nc(-c2cccnc2)n[nH]1)C1(c2ccc(Cl)cc2)CC1	-60.0
CCC(c1nnnn1C1CCCCC1)N(Cc1cc2ccc(C)c(C)c2[nH]c1=O)C1CCCC1 (stereo not drawn)	12.4
CCC(=O)NNC(=O)CSc1nnc2c3c4c(sc3nc(C(C)C)n12)CC(C)CC4 (stereo not drawn)	-12.5
COc1ccc(O)c(CN(Cc2cccnc2)C2CC(C)(C)NC(C)(C)C2)c1	-4.4
O=C(Nc1ccc(F)c(Cl)c1)C1CCN(c2cnccn2)CC1	-94.8
CC1Cc2cc(C(O)CN3CCCC3)ccc2N1C(=O)C(C)(C)C (stereo not drawn)	-24.4
CC1(C)CC(=O)C2=C(C1)Nc1[nH]n(-c3ccccc3)c(=O)c1C2c1ccco1 (stereo not drawn)	-14.9
COc1ccc(-c2cc(C(F)(F)F)nc(SCC(=O)Nc3c(C)nn(C)c3C)n2)cc1OC	-22.9
Cc1ccc(F)c(NC(=O)CSc2nc(-c3cccs3)cc(C(F)(F)F)n2)c1	-30.2
CCC(C(=O)Nc1ccc2c(c1)n(CC)c(=O)n2CC)n1cnc2ccccc21 (stereo not drawn)	-7.7
COc1cccc(NC(=O)c2cc3sccc3n2C)c1	-41.5

Part of the list above in order of formula weight, highest first:
SMILES	EP2 modulator
COC(=O)c1c(NC(=O)C(C)C)sc(C(=O)Nc2ccccc2)c1C	-8.2
O=C1NC2(CCN(Cc3cccnc3)CC2)Oc2ccccc21	-2.7
O=C(N[C@]1(C(=O)O)C[C@H]1c1ccccc1)c1ccccc1	22.4
CC(=O)NC(C(=O)O)C(C)(C)SN=O (stereo not drawn)	4.7

The list goes on:
SMILES	EP2 modulator
Cc1ccc(CCC(=O)NCCc2nc(-c3cccnc3)n[nH]2)o1	-71.4
CCn1c2cc(C)oc2c2cnn(CC(=O)N3CCC(C(N)=O)CC3)c(=O)c21	-21.4
COCCn1c(SCC(=O)Nc2cccc(F)c2)nnc1-c1ccoc1C	-2.3
CCn1c(COc2cccc(C)c2C)nnc1SCC(=O)NC1CCCC1	-20.7
CCCn1c(SCC(=O)N2CCCCC2C)nnc1-c1ccncc1 (stereo not drawn)	34.4
COC(=O)[C@H]1CN(C(=O)c2cccc(-n3cnnn3)c2)C[C@@H]1c1ccc(F)cc1	-55.1
CC1CCc2c(sc3ncn(C4CCN(CC(N)=O)CC4)c(=O)c23)C1 (stereo not drawn)	-17.1
Cc1cc(-c2cnc(C)nc2C2CCN(CC(=O)N3CCOCC3)CC2)on1	19.3
CCOCCCNc1nc2c(c(=O)[nH]c(=O)n2C)n1CCOC	-16.4
O=C(CN1C(=O)CC(c2ccccc2)=Nc2ccccc21)N1CCCCC1	9.6
CCN(CC)CCCCCCCCOC(=O)c1cc(OC)c(OC)c(OC)c1	8.8
Cc1cccc(C)c1NC(=O)CSc1nc(O)cc(=O)[nH]1	0.4
COC(=O)COc1ccc(S(=O)(=O)N2CCCCCC2)cc1C	-5.6
CC[C@H](Cn1nc(-c2ccc(F)c(F)c2)ccc1=O)NC(=O)c1ccco1	3.2
CC(C)[C@@H](Cn1nc(-c2ccc(F)c(F)c2)ccc1=O)NC(=O)C1CCC1	-15.7

4 entries from above, arranged by the value under EP2 modulator, falling.
SMILES	EP2 modulator
CCCn1c(SCC(=O)N2CCCCC2C)nnc1-c1ccncc1 (stereo not drawn)	34.4
COCCn1c(SCC(=O)Nc2cccc(F)c2)nnc1-c1ccoc1C	-2.3
CC1CCc2c(sc3ncn(C4CCN(CC(N)=O)CC4)c(=O)c23)C1 (stereo not drawn)	-17.1
Cc1ccc(CCC(=O)NCCc2nc(-c3cccnc3)n[nH]2)o1	-71.4

Continued:
SMILES	EP2 modulator
O=C(c1cn(C[C@H]2CCCN(C(=O)c3ccco3)C2)nn1)N1CCOCC1	-29.9
CCOc1cccc(NC(=O)C2CCN(c3nc(C)cc(C)n3)CC2)c1	28.0
O=C(CN1CCC2(CC1)NC(=O)c1ccccc1O2)NC1CCCCC1	-45.5
CCn1c(SCc2cc(=O)[nH]c3ccccc23)nnc1-c1cc2ccccc2cc1O	-75.1
CCn1c(SCC(=O)N2CCc3ccccc32)nnc1-c1ccccc1	8.3
Cn1nnnc1SCC(=O)N1CCCCC1	16.7
CCOCCCNC(=O)CSc1ccc(-c2ccc(F)cc2)nn1	-23.9
CC1CCN(C(=O)C2CCN(Cc3ccc(F)cc3)CC2)CC1	11.4
N#CCCCSc1nnc(-c2ccc(C(N)=S)cc2)o1	-36.5
CNC(=S)N(Cc1ccc(Cl)cc1)Cc1cc2cc(C)c(C)cc2[nH]c1=O	5.1
CCn1c(CSc2nc(C)cc(C)n2)nnc1SCc1ccccc1	-21.6
Cc1ccc(C2(C(=O)NCCc3nc(-c4ccncc4)n[nH]3)CCCCC2)cc1	7.7
Cc1nn(C)cc1S(=O)(=O)NCCN1CCc2ccccc21	-30.9
COc1ccc2[nH]c(=O)c(CN(Cc3ccco3)S(=O)(=O)c3ccccc3Cl)cc2c1	-28.7
COCCNC(=O)[C@H]1C[C@@H](c2ccc(F)cc2)NS(=O)(=O)N1C	-31.8
CCCOC(=O)C(C)n1cnc2sc(C(=O)OCC)c(C)c2c1=O (stereo not drawn)	3.5
CCC(C(=O)NC1CCCC1)N(Cc1ccccc1)C(=O)c1snc(C(N)=O)c1N (stereo not drawn)	-13.2
CN1C(=O)SC(CC(=O)O)C1=O (stereo not drawn)	-51.7
COCCNC(=S)N(Cc1ccc2c(c1)OCO2)Cc1cc2cc(C)ccc2[nH]c1=O	-18.9
CCn1c(C)cc2cc(NS(=O)(=O)c3cn(C)nc3C)ccc21	-54.0
O=C(c1ccc(OC2CSC2)cc1)N1C2CCC1CC(c1ccc(F)cc1)C2 (stereo not drawn)	-80.0
CCC(=O)Nc1ccc(NC(=O)CSc2nc(CC)nc3sc(C)c(C)c23)cc1	-21.6
CC(NC(=O)C1CCN(c2nc3ccccc3n2C)CC1)c1cccs1 (stereo not drawn)	-183.7
CC(C)[C@@H](Cn1nc(C2CC2)ccc1=O)NC(=O)C1(c2ccc(Cl)cc2)CCC1	-12.7
O=C(Cc1ccc(F)cc1)N1CCCC(c2nc(-c3cccnc3)n[nH]2)C1 (stereo not drawn)	-11.6
Cc1cc(-c2cn[nH]c2C2CCCN(C(=O)C(C)c3ccccc3)C2)on1 (stereo not drawn)	19.9
C[C@]12CCc3occc3C1CC[C@@]13C[C@@H](CCC12)[C@@](O)(CO)C3 (stereo partly drawn)	-6.2
CC(=O)O[C@@H]1c2c(ccc3ccc(=O)oc23)OC(C)(C)[C@@H]1OC(=O)CC(C)C	63.6*
Cc1ccc(C)c2[nH]c(=O)c(CN(C(=S)NCCc3ccccc3)C3CCCCC3)cc12	-18.4
CCc1ccc(S(=O)(=O)Nc2ccc3oc(COC)c(C(=O)OC)c3c2)cc1	-27.0
COc1cccc(NC(=O)CSc2nnc3c4c5c(sc4nc(C4CC4)n23)CCCC5)c1	-15.6
CCc1ccc2[nH]c(=O)c(CN(CC3CCCO3)C(=O)NCc3ccccc3)cc2c1 (stereo not drawn)	0.8
CC1CCc2c(sc(NC(=S)NC(=O)c3ccco3)c2C(N)=O)C1 (stereo not drawn)	-70.1
CC(C)[C@H](Cn1nnc2ccccc21)NC(=O)c1cnn2cccnc12	-13.0
O=C(Nc1ccccc1Cl)N(CCN1CCCC1)Cc1cc2cc3c(cc2[nH]c1=O)OCO3	-133.4
COc1cc(-c2noc(C3CCCN(S(=O)(=O)c4ccc(F)cc4)C3)n2)cc(OC)c1OC (stereo not drawn)	-28.2
CCN1CCN(C(=O)[C@H]2C[C@@H](c3ccc(OC)c(OC)c3)NS(=O)(=O)N2C)CC1	-8.3
O=C1C(=O)c2ccccc2C(O)=C1C1CCC(c2ccc(Cl)cc2)CC1 (stereo not drawn)	5.2
CC(C)[C@H](Cn1nc(-c2cccs2)ccc1=O)NC(=O)c1cc2ccccc2oc1=O	12.2
CCC(=O)N1C2CCC1CC(O)(c1nccn1C)C2 (stereo not drawn)	-28.2
CCN1CCN(C(c2ccc(C)cc2)c2nnnn2C2CCCCC2)CC1 (stereo not drawn)	-22.6
COc1cc(CNCc2cc3c(C)nn(-c4ccc(F)cc4)c3[nH]c2=O)cc(OC)c1	-46.8
CCCn1c(CN2CCc3c(nc(C)[nH]c3=O)C2)nc2ccccc21	-36.5
CC(=O)n1cc(CN(CCCn2ccnc2)Cc2ccc(C)s2)c2ccccc21	-3.6
CCN1CCN(S(=O)(=O)c2ccc(C(=O)O)cc2)CC1	7.5
CCN(CC)C(=O)Cn1nc2c(C)cc3ccccc3n2c1=O	-15.5
Cc1cccc2cc3c(N)c(C(=O)Nc4ccc5c(c4)OCO5)sc3nc12	-50.8
COc1ccc(-n2nc3ccc(NC(=O)c4ccc5c(c4)OCO5)cc3n2)cc1	-20.3
COc1cccc(OCCSc2nnc(-c3ccccc3)n2N)c1	-84.2
CC1=C(C#N)c2nc(N)c(C#N)c(C)c2/C1=C\c1ccc(Cl)cc1	-97.8
FC(F)(F)c1ccc2c(c1)C1C=CCC1C(c1cccnc1)N2 (stereo not drawn)	-42.7
CCc1nc2sc3c(c2c2nnc(SCC(=O)Nc4ccccc4C(F)(F)F)n12)CCCC3	-9.7
CC(C)(C)NC(=O)CN(C(=O)CCC(=O)Nc1nccs1)c1ccc2c(c1)OCCO2	-7.0
CC1CCCCN1C(=O)CSc1nnc(CNc2cccc(C(F)(F)F)c2)n1C (stereo not drawn)	-38.3
Cc1ccc2cc(CN(Cc3nnnn3CC3CCCO3)C3CCCCC3)c(=O)[nH]c2c1C (stereo not drawn)	22.6
Cc1cc(NCCNS(=O)(=O)c2cn(C)nc2C)c2ccccc2n1	-63.8
O=S(=O)(NC1CCCC1)c1ccc(S(=O)(=O)N2CCN(C3CCCC3)CC2)cc1	-49.5
O=C(Nc1ccc2oc(-c3ccc(I)cc3)nc2c1)c1cccnc1	-12.1
COc1ccccc1NC(=O)c1cc2c(n(-c3ccccc3)c1=O)CCCC2=O	-21.4
C=CCn1c(=O)c(C(=O)Nc2ncccc2O)c(O)c2ccccc21	-25.6

Structures listed above printed as active in EP2 modulator:
SMILES	EP2 modulator
CC(=O)O[C@@H]1c2c(ccc3ccc(=O)oc23)OC(C)(C)[C@@H]1OC(=O)CC(C)C	63.6*

Following part
SMILES	EP2 modulator
Cc1cc(N2CCCCC2CCO)n2nc(-c3ccc(F)cc3)cc2n1 (stereo not drawn)	-33.5
COc1cc(-c2nc3cnccn3c2NCc2ccco2)ccc1O	-76.8
O=C(CN1C(=O)C2C3CCC(C3)C2C1=O)N1CCCC(c2ncncc2-c2ccncc2)C1 (stereo not drawn)	-4.2
CC1CCN(S(=O)(=O)c2cccc(S(=O)(=O)N3CCC(C)CC3)c2)CC1	-25.1
Cc1sc(-c2cc3ccccc3oc2=O)nc1-c1ccccc1	36.2

Bioassay records deposited in PubChem by Emory University Molecular Libraries Screening Center.
